VP16 counter: Gal4-VP16 reporter inhibition counter-screen; Potency, µM (doses to about 53.6 µM), for inactives: at the top dose activity, negative = inhibition, usual class: inhibitors; Drosophila S2 Gal4-VP16 UAS-luciferase, luminescence, 20 h; actives 3.5% (n = 310,000);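 further: Gal4-VP16 expression switched on by copper sulfate through the metallothionein promoter; on the % scale 0 is the no-effect control and ±100 the full control effect; nearly all actives have a fitted effect of over 50% in size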
MBNL1 CUG block: inhibitors of human MBNL1 binding to CUG repeat RNA; Q9NR56; Potency, µM (top dose mostly 57.5 µM), inactives show at the highest dose activity change, negative = inhibition, hits mostly inhibitors; actives 0.036% (n = 280,000); TR-FRET MBNL1-His/biotin-(CUG)12 binding, 665/545 ratio; active means well fitted inhibition curve with a large enough effect in the signal ratio, with a control signal flat, not every such curve was filed as active; inconclusive means small, poorly fitted or top-dose-only effect, or effect the other way, or a change in a side signal; inactive means no such curve, though single readings can be large or run the other way; the % refers to the signal ratio; further: on the % scale 0 is the no-effect control and ±100 the full control effect
Target sequence (Q9NR56 whole entry, looked up): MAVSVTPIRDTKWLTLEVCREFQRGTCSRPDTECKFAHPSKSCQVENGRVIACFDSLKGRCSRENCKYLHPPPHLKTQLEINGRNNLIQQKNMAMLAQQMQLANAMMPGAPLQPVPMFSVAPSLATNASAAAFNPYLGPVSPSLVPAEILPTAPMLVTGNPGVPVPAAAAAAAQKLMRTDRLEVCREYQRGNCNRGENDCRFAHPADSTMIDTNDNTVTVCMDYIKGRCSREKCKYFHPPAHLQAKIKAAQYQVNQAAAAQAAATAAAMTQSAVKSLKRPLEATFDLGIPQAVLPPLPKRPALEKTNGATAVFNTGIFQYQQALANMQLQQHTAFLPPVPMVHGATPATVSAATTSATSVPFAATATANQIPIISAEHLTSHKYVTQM
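Compound titration spanned 92 nM–58 uM against the MBNL1-His/biotin-(CUG)12 complex. After 60 min at room temperature with 5 nM streptavidin-XL665 and 0.055 ng/ul terbium anti-His, ratiometric 665/545 nm emission (Ex 340 nm) normalized to controls.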
NPC1 promoter act: activators of NPC1 promoter; actives 2.4% (n = 320,000); Huh7 NPC1 promoter luciferase reporter, 24 h; Potency, µM (titrated, usually from 9.22 µM), without a hit: at the top dose activation, most hits filed as activators;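 further: % of control where 0% means no effect; nearly all actives have a fitted effect of over 60% in size; reporter is driven by a mutant NPC1 promoter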
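Luminescence read-out of NPC1 promoter-driven luciferase in stably transfected Huh7 cells; compounds delivered in DMSO and left 24 h at 37C, 5% CO2, qHTS titration format.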
Rab9 prom act: activators of Rab9 promoter | Huh7 Rab9 promoter-luciferase reporter, luminescence, 24 h | Potency, µM (titrated, usually from 9.22 µM), without a hit: at the highest dose activation, negative = inhibition, hits mostly activators | actives 2.8% (n = 320,000) | AID 485297; further: % of control where 0% means no effect; nearly all actives have a fitted effect of over 60% in size
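Luminescence from Amplite-detected luciferase (10 minutes, ambient) reports Rab9 promoter activation. Before that, stable Rab9-luciferase Huh7 cells (1500/well, reduced-serum OP-MEM I plus 10% FBS) were exposed to compound for 24 hours at 37C.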
uPA surface inh: cell surface uPA generation inhibition; cell surface uPA generation assay, qHTS; Potency, µM (top dose mostly 38.3 µM), for inactives: at the top dose activity change, negative = inhibition, most hits filed as inhibitors; actives 0.31% (n = 330,000); AID 540303; active means well fitted inhibition curve with a large enough effect; inconclusive means small, poorly fitted or top-dose-only effect; inactive means no such curve, though single readings can be large or run the other way; tested in mouse RAW 264.7 cells; further: on the % scale 0 is the no-effect control and ±100 the full control effect; nearly all actives have a fitted effect of over 55% in size
RORg inh: ROR gamma (mouse) transcription inhibition; Potency, µM (doses to about 53.6 µM), for inactives: at the top dose activity change, negative = inhibition, most hits filed as inhibitors; actives 5.4% (n = 310,000); AID 2551; Drosophila S2 Gal4-RORgamma UAS-luciferase reporter, 20 h; further: on the % scale 0 is the no-effect control and ±100 the full control effect; nearly all actives have a fitted effect of over 60% in size
Target sequence (P51450 whole entry, looked up, the tested form may be a part): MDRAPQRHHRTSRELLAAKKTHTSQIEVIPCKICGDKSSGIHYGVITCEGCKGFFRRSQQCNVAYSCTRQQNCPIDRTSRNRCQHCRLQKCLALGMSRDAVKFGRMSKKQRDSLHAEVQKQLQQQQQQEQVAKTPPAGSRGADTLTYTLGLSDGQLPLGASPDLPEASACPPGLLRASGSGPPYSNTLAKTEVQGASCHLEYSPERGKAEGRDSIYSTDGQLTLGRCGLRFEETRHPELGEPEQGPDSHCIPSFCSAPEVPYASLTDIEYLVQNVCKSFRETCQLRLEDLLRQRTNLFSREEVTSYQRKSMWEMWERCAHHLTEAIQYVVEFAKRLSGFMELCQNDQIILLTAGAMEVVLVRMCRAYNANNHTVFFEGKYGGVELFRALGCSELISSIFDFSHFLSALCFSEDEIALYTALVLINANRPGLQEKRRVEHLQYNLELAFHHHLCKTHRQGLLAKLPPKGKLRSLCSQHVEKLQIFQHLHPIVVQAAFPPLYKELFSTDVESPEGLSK
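Read-out: Photinus luciferase luminescence; inhibitors lower reporter signal. Insect Schneider cells with Gal4-ROR gamma fusion under metallothionein promoter, UAS reporter; 700 uM final copper sulfate induction, 20 hr, ambient temperature.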
FLuc counter: firefly luciferase modulation, counter-screen for miR-21 project. Potency, µM (top dose mostly 57.5 µM), inactives show at the highest dose activity change, negative = inhibition, most hits filed as inhibitors. AID 588342. actives 6.9% (n = 360,000). purified FLuc, Km substrates, luminescence inhibition. P08659;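 further: plate controls were vehicle for no effect and reference inhibitor for full effect; nearly all actives have a fitted effect of over 55% in size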
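Purified P. pyralis luciferase, 10 nM final, with Km-level 10 uM D-luciferin and 10 uM ATP in 50 mM Tris acetate pH 7.5, 10 mM Mg acetate, 0.01% Tween-20, 0.05% BSA; 6-point qHTS titration about 60 µM downward; luminescence read.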
ELG1 genotox: inducers of genotoxicity in HEK293T ELG1-luciferase cells; actives 1.3% (n = 330,000); HEK293T ELG1-luciferase reporter, luminescence, 16 h; Potency, µM (series often up to 46 µM), inactives show at the top dose activity change, positive = activation, hits mostly activators; AID 504466; further: % of control where 0% means no effect; nearly all actives have a fitted effect of over 60% in size
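Screening used a luciferase reporter fused to human ELG1 in HEK293T cells. Luminescence was read on a CCD plate imager after 16 hr exposure and 30 min ONE-Glo incubation.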
BRCA1 expr act: activators of BRCA1 expression; MCF7-BRCA1-FFLuc reporter, luminescence, 48 h; response scale: scaled: vehicle 0%, 10 µM genistein 100%; Potency, µM (doses to about 46.1 µM), without a hit: top-dose activation, most hits filed as activators; actives 1.1% (n = 380,000); further: nearly all actives have a fitted effect of over 80% in size; some results filed as inactive show a strong effect at the top dose
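Quantitative HTS in MCF7 cells stably reporting BRCA1 expression via firefly luciferase. Compound treatment lasts 48 h at 37 °C in phenol-red free MEM. Activation is expressed relative to genistein at 10 microM and DMSO.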
p53 reactivator: re-activators of mutant p53; H1299 p53-A138V BP100-luciferase reporter, luminescence, 24 h; Potency, µM (series often up to 92.2 µM), for the others: top-dose activity change, positive = activation, most hits filed as activators; actives 0.063% (n = 320,000); AID 504706; further: % of control where 0% means no effect; nearly all actives have a fitted effect of over 45% in size
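H1299 (p53-null), stable ts p53-A138V + BP100-Luc; 1000 cells/well, Opti-MEM/10% FBS; cpd 4 pt, 1:5; 24 h, 37 deg C, 5% CO2; detection reagent 10 min RT; luminescence.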
Starred values were filed as active, the others as inactive; ? = inconclusive; nt = not tested or not shown; & = joins results of further samples; [ ] = another dose, or the depositor's remark. Unless noted, the call rests on the fitted dose curve; in most records, active means well fitted curve in the direction sought with a large enough effect; inconclusive means small, poorly fitted or top-dose-only effect, or another doubt; inactive means no such curve, though single readings can be large; an effect the other way counts as inactive or inconclusive. Potency means the concentration at half of the fitted maximal effect.

Structure,Rab9 prom act,BRCA1 expr act,ELG1 genotox,FLuc counter,uPA surface inh,MBNL1 CUG block,p53 reactivator,VP16 counter,RORg inh,NPC1 promoter act
N#Cc1ccccc1N=C1CCCN1Cc1ccccc1,0%,-14%,-6%,2%,1%,11%,-19%,-2%,2%,-2%
CN(Cc1ccccc1)Cc1nc2c(c(=O)n(C)c(=O)n2C)n1Cc1ccccc1Cl,-4%,-38%,-7%,6%,nt,-14%,6%,2%,-14%,-2%
Cc1c(/C(O)=C2\C(=O)C(=O)N(CCN(C)C)C2c2ccccc2)cnn1-c1ccccc1 (stereo not drawn),21%,13%,?,17µM*,2%,-1%,20%,-4%,-7%,19%
O=C1C[C@H](NC(=O)OCc2ccccc2)CO1,8%,3%,-1%,8%,-8%,nt,11%,nt,nt,-2%
O=C1C(Cc2ccccc2)C(c2ccccc2)N1c1ccccc1 (stereo not drawn),1%,-42%,-3%,3%,-8%,-8%,0%,-1%,?,-4%
CC(C)NC(=O)COC(=O)c1ccc(Cl)c(S(=O)(=O)N2CCCC2)c1,-15%,11%,0%,4%,-2%,-2%,-1%,3%,-13%,-3%
COC(=O)[C@]1(C)N[C@H](CN(C)S(=O)(=O)c2ccc(C(C)(C)C)cc2)[C@@H]2C(=O)N(C)C(=O)[C@@H]21,nt,0%,5%,nt,-2%,nt,-5%,nt,nt,nt
O=C(Oc1ccccc1C(=O)Nc1ccccc1)c1ccc(Br)c([N+](=O)[O-])c1,15%,65%,13%,15µM*,-4%,9%,?,?,16%,1%
CC(C)N(CC#CC(O)(c1ccccc1)c1ccccc1)C(C)C,-4%,-12%,-2%,3%,3%,nt,-5%,-8%,-21%,-1%
O=C1c2ccc([N+](=O)[O-])cc2C(=O)N1c1c[nH]c(=O)[nH]c1=O,-2%,-9%,-2%,-2%,-2%,?,1%,-2%,-11%,-10%
CS(=O)(=O)N(CCc1ccccc1)CC(=O)N1CCc2ccccc2C1,-3%,-1%,-1%,2%,-3%,7%,-2%,2%,-3%,2%
O=C(CNC(=O)OCc1ccccc1)NCC(=O)N1CCCC1C(=O)OCc1ccccc1 (stereo not drawn),0%,-5%,-1%,-6%,-7%,7%,5%,-12%,2%,2%
CCc1ccc(Nc2nnc(SCC(=O)NCCN3C(=O)CSC3=O)s2)cc1,?,?,?,1.9µM*,?,10%,27%,?,-32%,28%
COc1ccc(/C=C/C(=O)NCC2COc3ccccc3O2)cc1OC (stereo not drawn),-3%,-13%,0%,4%,-3%,10%,-3%,1%,21%,2%
CCCCCn1nc(C)c2c(C)cc(=O)[nH]c21,-8%,-10%,4%,-3%,-3%,-1%,6%,4%,?,-1%
CC(=O)N1c2ccc(S(=O)(=O)N3c4ccccc4CC3C)cc2CC1C (stereo not drawn),-2%,-21%,1%[9.26 µM],-1%,-5%,-7%,-1%,?,24%,-3%
COc1ccc(-c2c(C)nn3c(NC4CCCC4)cc(C)nc23)cc1OC,-3%,-46%,-8%,-13%,8%,0%,-2%,-4%,-44%,-13%
Cn1nnc(NC(=S)NC(=O)Cc2ccccc2)n1,-4%,5%,0%,-1%,-1%,5%,2%,11µM*,1.4µM*,-1%
CCOC(=O)C1C(=O)NC(N2CCN(Cc3ccccc3)CC2)=NC1c1ccccc1 (stereo not drawn),3%,8%,1%,6%,nt,-4%,-1%,-2%,4%,0%
Cc1cc(C)c(S(=O)(=O)N(C)CC(=O)NCCCn2ccnc2)c(C)c1,-2%,-13%,0%,1%,4%,-4%,-2%,1%,2%,-2%
Cc1ccccc1-c1nn(-c2ccc(F)cc2F)cc1CNCCN(C)C,-3%,-12%,0%,1%,-3%,3%,-2%,2%,?,-9%
COCCCn1c(C)nnc1SCc1ccc(C(C)(C)C)cc1,3%,2%,0%,-13%,-2%,3%,3%,-7%,-26%,1%
Cn1ccsc1=NC(=O)c1cccc(C#N)c1,19%,?,8%,-18%,8%,0%,?,5%,0%,22%
CNc1nc(Oc2ccc(C(=O)OC)cc2)nc(SC)n1,-1%,-1%,6%,2%,-19%,-8%,-1%,4%,-32%,-5%
COC(=O)c1sccc1NC(=S)Nc1ccccc1,-2%,-8%,3%,4%,-1%,-7%,0%,?,16µM*,-5%
Cc1ccc2nc(/C(C#N)=C\c3cc(O)ccc3[N+](=O)[O-])[nH]c2c1,0%,-12%,1%,19µM*,1%,?,13%,3%,25%,-1%
C[C@H]1CN([C@@H](C)CO)C(=O)c2cccc(NC(=O)c3ccncc3)c2O[C@H]1CN(C)C(=O)Nc1ccccc1,nt,0%,3%,nt,10%,nt,3%,nt,nt,nt
CCc1ccc(N(C(=O)c2csnn2)C(C(=O)NC2CCCCC2)c2ccncc2)cc1 (stereo not drawn),-1%,-26%,10%,-2%,-1%,1%,3%,20%,33%,-3%
CCC(CO)Oc1cc(NC(=O)c2ccccc2)c2ncn(C(C)C)c2c1 (stereo not drawn),0%,-23%,-1%,-5%,5%,nt,-22%,nt,nt,-8%
CCCCS(=O)(=O)Nc1ccc2ncn(C)c(=O)c2c1,-3%,4%,-1%,-2%,-9%,-3%,-1%,11%,-23%,1%
Cc1ccc2nc(SCC3CCCCO3)[nH]c2c1 (stereo not drawn),0.11µM*,?,?,1.2µM*,-9%,4%,2%,6.3µM*,5.6µM*,0.4µM*
Cc1oc(CN2CCOCC2)cc1C(=O)O,1%,0%,1%,-3%,3%,-4%,1%,-6%,-2%,-4%
CNC(=O)[C@H](C)[C@@H]1C[C@@]1(C)[C@@H](NC(=O)OCc1ccccc1)c1ccccc1,-4%,-2%,-2%,0%,-3%,-19%,1%,-1%&17%,?,-3%
CN(C)C(=O)c1cn(-c2ccccc2)c(=O)c2ccccc12,2%,-1%,2%,0%,5%,-6%,2%,0%,-1%,-2%
CCOC(=O)N1CCC(NC(=O)c2cc(S(=O)(=O)NCCc3ccccc3)ccc2F)CC1,0%,-22%,-2%,2%,0%,-5%,2%,-1%,?,-2%
CCOC(=O)c1c(NC(=O)c2ccco2)sc(C(=O)N2CCCC2)c1C,-1%,-14%,-6%,-1%,-4%,?,-4%,-1%,-17%,2%
CCOC(=O)NCc1cc(-c2nn(C)c(=O)c3ccccc23)ccc1C,1%,-49%,15%,2%,-1%,-8%,-8%,7%,19%,0%
COc1ccc(OCC(=O)N2CCC(n3nccc3NC(=O)C3CC3)CC2)cc1,1%,14%,1%,0%,0%,-7%,2%,-3%,10%,3%
COC(=O)CS(=O)(=O)c1ccsc1C(=O)Nc1ccc(F)cc1,-2%,2%,3%,-2%,-1%,-8%,-2%,9%,28%,-3%
COc1ccc(CC(=O)OCC(=O)Nc2cccc(Cl)c2)cc1,2%,6%,1%,-17%,0%,-12%,-1%,1%,2%,-1%

In a second layout: results already given
Cc1ccc2nc(/C(C#N)=C\c3cc(O)ccc3[N+](=O)[O-])[nH]c2c1
  Rab9 prom act = 0%
  BRCA1 expr act = -12%
  ELG1 genotox = 1%
  FLuc counter = 19µM*
  uPA surface inh = 1%
  MBNL1 CUG block = ?
  p53 reactivator = 13%
  VP16 counter = 3%
  RORg inh = 25%
  NPC1 promoter act = -1%
COc1ccc(OCC(=O)N2CCC(n3nccc3NC(=O)C3CC3)CC2)cc1
  Rab9 prom act = 1%
  BRCA1 expr act = 14%
  ELG1 genotox = 1%
  FLuc counter = 0%
  uPA surface inh = 0%
  MBNL1 CUG block = -7%
  p53 reactivator = 2%
  VP16 counter = -3%
  RORg inh = 10%
  NPC1 promoter act = 3%
CCOC(=O)N1CCC(NC(=O)c2cc(S(=O)(=O)NCCc3ccccc3)ccc2F)CC1
  Rab9 prom act = 0%
  BRCA1 expr act = -22%
  ELG1 genotox = -2%
  FLuc counter = 2%
  uPA surface inh = 0%
  MBNL1 CUG block = -5%
  p53 reactivator = 2%
  VP16 counter = -1%
  RORg inh = ?
  NPC1 promoter act = -2%

Two compounds from above with just p53 reactivator, BRCA1 expr act and VP16 counter.
| SMILES | p53 reactivator | BRCA1 expr act | VP16 counter |
| --- | --- | --- | --- |
| CCOC(=O)NCc1cc(-c2nn(C)c(=O)c3ccccc23)ccc1C | -8% | -49% | 7% |
| CCc1ccc(N(C(=O)c2csnn2)C(C(=O)NC2CCCCC2)c2ccncc2)cc1 (stereo not drawn) | 3% | -26% | 20% |
